# Compound activity deposited in PubChem BioAssay by several laboratories.
# EP2 antag = human EP2 receptor antagonists, primary screen, TR-FRET cAMP, C6 glioma cells | Prostaglandin E2 receptor EP2 subtype (Homo sapiens), P43116 | C6 glioma cells expressing human EP2; cells stimulated with saturating PGE2 | inhibition, % at 25 µM | 260,000 compounds, 0.52% hits;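 active means percent inhibition above 40 after rounding to a whole number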;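 further: rat C6 glioma host cells with rolipram phosphodiesterase inhibitor present; the protocol text gives 20 µM as final concentration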
# S1P4 ag = S1P4 receptor agonists, primary screen, cell-based; Sphingosine 1-phosphate receptor 4 (Homo sapiens), O95977; S1P4-expressing cell line, agonist reporter assay; activation, % at 4.98 µM; 220,000 compounds, 0.35% hits; in the data active means activation above about 11%;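 further: 0% = DMSO vehicle and 100% = reference agonist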
# Target sequence (O95977 whole entry, looked up): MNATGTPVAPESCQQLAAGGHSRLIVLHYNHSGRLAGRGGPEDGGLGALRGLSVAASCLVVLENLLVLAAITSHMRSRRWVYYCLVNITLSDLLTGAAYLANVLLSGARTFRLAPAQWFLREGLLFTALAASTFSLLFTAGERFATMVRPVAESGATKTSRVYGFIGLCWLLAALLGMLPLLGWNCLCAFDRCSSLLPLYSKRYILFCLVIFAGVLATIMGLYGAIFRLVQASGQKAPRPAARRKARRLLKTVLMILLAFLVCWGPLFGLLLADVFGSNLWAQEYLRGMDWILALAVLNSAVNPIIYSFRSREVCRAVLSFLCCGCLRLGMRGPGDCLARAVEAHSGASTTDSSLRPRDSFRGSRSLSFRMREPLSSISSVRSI
# S1P4 antagonist = S1P4 receptor antagonists, primary screen, cell-based. S1P4-expressing cells, antagonist mode, reporter read-out. inhibition, % at 4.98 µM. 220,000 compounds, 0.26% hits; in the data active means inhibition above about 29%;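 further: 0% = wells stimulated with agonist and 100% = vehicle wells without agonist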
# NPY1 pot ag = NPY-Y1 receptor potentiators or agonists, primary screen, cell-based; 220,000 compounds, 0.37% hits; activation, % at 3.6 µM; NPY-Y1 expressing cells, potentiator/agonist activation; Neuropeptide Y receptor type 1 (Homo sapiens), P25929; in the data active means activation above about 33%, passing the limit was not always enough;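 further: cells stimulated with NPY at EC10 then isoproterenol at EC100; 0% = low agonist plus stimulus and 100% = saturating agonist plus stimulus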
# Target sequence (P25929 whole entry, looked up): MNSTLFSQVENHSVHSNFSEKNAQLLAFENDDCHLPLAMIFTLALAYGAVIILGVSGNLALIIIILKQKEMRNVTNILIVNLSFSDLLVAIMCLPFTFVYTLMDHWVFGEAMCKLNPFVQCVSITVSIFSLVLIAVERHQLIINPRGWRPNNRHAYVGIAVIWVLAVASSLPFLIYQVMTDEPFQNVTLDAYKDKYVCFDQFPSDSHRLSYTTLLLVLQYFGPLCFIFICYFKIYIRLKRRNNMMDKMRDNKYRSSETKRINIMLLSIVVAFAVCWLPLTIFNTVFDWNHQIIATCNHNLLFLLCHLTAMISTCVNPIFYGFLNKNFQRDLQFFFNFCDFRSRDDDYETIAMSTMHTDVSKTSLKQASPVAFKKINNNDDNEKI
# NPY-Y2 PAM-ag = NPY-Y2 potentiators or agonists, primary screen, cell-based; AID 1359, 2008; activation, % at 3.6 µM; Neuropeptide Y receptor type 2 (Homo sapiens), P49146; cells expressing NPY-Y2, potentiator/agonist read-out; 220,000 compounds, 0.45% hits; in the data active means activation above about 27%;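 further: cells stimulated with NPY near EC25 plus isoproterenol at EC100; 0% = vehicle plus submaximal agonist and 100% = vehicle plus saturating agonist; some results beyond the cut were filed as inactive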
# eIF4E 4G PPI = eIF4E–eIF4G protein interaction inhibitors, primary screen, biochemical, uHTS, TR-FRET, eIF4GI fragment; TR-FRET eIF4E-eIF4GI(517-606) binding, 2 h; AID 782, 2007; 220,000 compounds, 0.37% hits; inhibition, % at 21.7 µM; Eukaryotic translation initiation factor 4E (Mus musculus) + Eukaryotic translation …;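 active means inhibition above about 30%, limit read from the data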;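 further: 0% = full FRET control wells and 100% = background wells lacking eIF4GI fragment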
# p97 ATPase inh = inhibitors of human p97 ATPase, primary screen, biochemical; AID 1481, 2009; recombinant p97 ATPase, Kinase-Glo ATP luminescence, 3 h; inhibition, % at 8 µM; 220,000 compounds, 0.42% hits; in the data active means inhibition above about 15%;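 further: 0% = DMSO vehicle and 100% = wells lacking enzyme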
# NPY-Y1 antag = NPY-Y1 receptor antagonists, primary screen, cell-based | 200,000 compounds, 1% hits | Neuropeptide Y receptor type 1 (Homo sapiens), P25929 | inhibition, % at 3.6 µM | HEK293-CNG Y1 cells, membrane potential fluorescence; NPY at EC95, then isoproterenol;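 active means inhibition above the campaign mean inhibition of all tested compounds plus 3 SD, cut at about 20% in these data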;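 further: 0% = DMSO wells given NPY plus isoproterenol and 100% = isoproterenol alone without NPY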
#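 System: HEK293 cells with Y1 receptor plus CNG channel / Probe or stimulus: NPY 25 nM then isoproterenol 1 µM plus Ro 20-1724 25 µM / Compound: one concentration, 3.6 µM, in 0.4% DMSO / Schedule: compound incubation 1 h at room temperature, readout 45 min post-stimulation / Measured by: membrane potential fluorescence / Read-out: % inhibition of NPY effect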
# EP2 modulator = EP2 receptor modulators, cAMP readout, primary screen, cell-based, HTRF cAMP, PGE2 stimulation | Prostaglandin E2 receptor EP2 subtype (Homo sapiens), P43116 | 260,000 compounds, 0.83% hits | EP2-expressing cells, cAMP HTRF FRET, PGE2 co-stimulation | AID 940, 2007 | induction, % at 25 µM;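 active means compounds whose cAMP rise, as percent of the full-agonist control response, exceeds 60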;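 further: rat C6 glioma line stably carrying human EP2 under a CMV promoter; the protocol text gives 20 µM as final concentration; 100% = response of wells given 1 µM PGE2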
# Numbers without * were called inactive; nt = not tested or not shown; & = joins results of further samples; [ ] = dose if it differs, or a comment. A portion of the library, so the mix of outcomes need not match the whole.
# Results follow in this order: EP2 modulator, S1P4 ag, p97 ATPase inh, NPY1 pot ag, NPY-Y2 PAM-ag, eIF4E 4G PPI, NPY-Y1 antag, EP2 antag, S1P4 antagonist
CCOC(=O)c1sc(NC(=O)C(C)Sc2nnc(N)s2)nc1C (stereo not given)
  14, 5.2, 6, 15, 3, -2, 0, 7, -5
COc1ccc(Cc2noc(CN3CCN(C4CCc5ccccc5C4)CC3)n2)cc1OC (stereo not given)
  -4, -0.5, -1, -6, -22, 2, 10, 5, -11
COc1ccc(N2C(=O)/C(=C/c3cccs3)NC2=S)cc1
  4, 3.4, 4, -6, -4, 0, -5, 3, -8
CCOC(=O)C1=C(C)NC(C)=C(C(=O)OCC)C1C(=O)OC1CCOC1=O (stereo not given)
  14, -0.7, -1, 8, -3, 1[fluorescence artefact?], -3, 12, -5
CCC(=O)NC(=S)Nc1cccc(Cl)c1N1CCCC1
  7, -0.8, -8, -10, -19, 3, 7, 9, -7
CCNC(=O)NC(=O)CSc1nc2ccccc2n1CC(C)C
  -1, -0.1, -4, 9, -1, 1[fluorescence artefact?], 3, 12, -13
CCn1cc(C(=O)OCC(=O)N2C(C)CCCC2C)c(=O)c2ccc(C)nc21 (stereo not given)
  2, 2.0, -3, 4, 2, 14, 2, 2, -19
Cc1nn(-c2ccccc2)cc1C(c1c(N)[nH]c(=S)[nH]c1=O)c1c(N)[nH]c(=S)[nH]c1=O
  37, -2.1, 13, 21, 0, 1, 6, 14, -8
CCCCC(=O)N/N=C(\C)CC(=O)Nc1ccccc1Br
  6, 1.4, 3, -3, 2, 18, -1, 3, -1
CCOC(=O)C1=C(C)OC(N)=C(C#N)C1c1c(C)nn(-c2ccccc2)c1Cl (stereo not given)
  46, -0.2, 3, 15, 3, -4, 1, 5, -1
CSc1nc(C)cc(-n2cc(F)c(=O)[nH]c2=O)n1
  14, 0.2, 4, -10, 13, 2, 1, 12, -2
Cc1ccc(C(=O)N2CCN(c3ccc(NC(=O)c4cccnc4)cc3)CC2)cc1
  2&-53, -0.7, 0, -1, 15, -2, -4, 24&3, 13
Cc1cc(C(=O)Nc2cccc(/C=C/C(=O)O)c2)c(C)o1
  99*, 0.7, 3, -11, -21, -4, 4, 3, 0
O=S(=O)(Cc1ccc(Cl)cc1)N1CCCC1
  23, -0.6, 7, -11, -14, -4, -8, 3, -4
O=C(CCS(=O)CCC(=O)NCc1ccccc1)NCc1ccccc1
  28, 4.2, 5, 11, -6, 10, -4, 13, -6
Cc1nnc2n(CCc3ccccc3)c(=O)c3c4c(sc3n12)CCCC4
  nt, -0.9, 2, -10, 14, nt, 0, nt, -2
CCOC(=O)CC(c1ccc([N+](=O)[O-])cc1)n1c(C)ccc1C (stereo not given)
  6, 0.8, -1, 3, -5, 1, 5, 11, -20
COC(=O)c1ccc(-c2nc3ccccc3[nH]2)cc1
  -15, 1.5, -10, -7, -12, 3, 5, 12, -17
CC(Sc1nc(-c2ccccc2)cc(C(F)(F)F)n1)C(=O)N1CCCCC1 (stereo not given)
  26&-25, 0.7, -3, 10, -2, -14, 10, 6&2, -6
CN(C)c1ccc(N=Nc2ccc(S(=O)(=O)O)cc2)c2ccccc12
  -65, -2.5, 4, -6, 4, -2, 8, 8, -6
O=[N+]([O-])c1ccc(NCCNc2ccc(Cl)nn2)cc1
  -17, -1.4, 5, 15, 11, 9, -4, 5, -4
O=S(=O)(NC1CCCC1)c1ccc(S(=O)(=O)N2CCCN(Cc3ccccc3)C2)cc1
  -20, -2.1, 1, -23, -1, 6, -9, 5, -30
Cc1ccc(NC(=S)N2CCCC(c3ccccc3)=N2)cc1
  -15, 1.4, 7, -12, 0, 6, nt, 10, 0
COc1ccc(S(=O)(=O)N2CCOCC2)cc1OC
  13, 1.7, -5, -4, 1, -45, -4, 2, -28
O=C(CSc1nc2c(c(=O)n1-c1ccc(F)cc1)SCC2)Nc1ccc2c(c1)OCO2
  nt, -3.2, -1, 0, 2, nt, 18, 5, -9
CN(C)c1cccc(C(=O)NNC(=O)NC2CCCCC2)c1
  4, 1.7, -2, -35, 0, 3, 1, 6, -9
C=CCOC(=O)C1C(=O)CC(C)(O)C(C(=O)OCC=C)C1c1ccc(N(C)C)cc1 (stereo not given)
  30, 0.6, -1, 5, 2, 5, 10, 11, 13
COc1ccc2ccccc2c1CNC(=O)CC1C(=O)NCCN1CC(C)(C)C (stereo not given)
  10, 1.7, 7, 14, 4, -2, nt, 9, 0
COc1ccc(OCC(=O)N2CCN(S(=O)(=O)c3ccccc3[N+](=O)[O-])CC2)cc1
  -17, -1.4, -1, -8, -11, 1, 1, 3, 5
Nn1c(SCc2ccc(F)cc2)nnc1-c1cccnc1
  -3, 2.6, 5, 5, 11, -4, nt, 8, -17
CCC(COC)NCc1cn(-c2ccc(OC)cc2)nc1-c1cccc(F)c1 (stereo not given)
  -33, -1.1, 0, 29, 8, 0, 2, 8, -8
Cc1ccc(-c2[nH]n3c(=O)c4c(nc3c2C)CCCC4)cc1
  11, 0.1, 7, 4, 2, 4, 3, 6, -7
O=C(O)CCCCCNC(=O)c1ccc(C(=O)NCCCCCC(=O)O)cc1
  8, 0.9, 5, -9, -6, 0, nt, 8, -5
O=C(NCC(c1ccc(F)cc1)N1CCOCC1)c1ccc(C(=O)c2ccccc2)cc1 (stereo not given)
  -18, -0.1, 3, 26, 7, -10, nt, 6, -6
CCCNC(=O)c1ccccc1NC(=O)c1ccccc1SC
  -8, 0.2, -3, -13, -16, 1, 6, 9, 5
O=C(Nc1ccc(Cl)cc1C(F)(F)F)c1ccc(Cl)cc1
  2, 2.4, 0, 3, -9, 5, 10, nt, -8
CCc1cc(=O)oc2cc(C)c3c(C)coc3c12
  32, -2.1, -5, -3, -13, -12, 1, 8, -31
COc1ccc(NC(=S)Nc2ccccn2)cc1
  0, 0.5, 0, 17, 15, -11, nt, 5, -8
Nc1nc(NC(=O)/C=C/c2ccc(F)cc2)nn1-c1ccccc1
  -26, -0.1, -1, -13, -13, 5, nt, 7, 0
Cn1c(C(=O)O)c(CC(=O)NCc2cccnc2)c2ccccc21
  5, -0.6, 2, 12, 16, 6, -10, 12, -15
Nc1cc(=O)n(Cc2ccccc2)c(=O)n1-c1ccc(F)cc1
  -2, 0.3, 5, 17, -11, 4, nt, 10, -5
CN1CCN(Cc2c(O)ccc3c2oc(=O)c2ccccc23)CC1
  5, 1.5, 6, 0, 13, 2[fluorescence artefact?], -2, 7, -17
COc1ccc(/C=N/Nc2nc3ccccc3[nH]2)c(OC)c1OC
  -31, -1.0, 9, -1, -13, 2, nt, 10, 4
Cc1nc2ccccc2[nH]c1=O
  7, -0.5, -3, -18, -18, 1, nt, 6, 7
Cc1cnc(C(=O)OCC(=O)Nc2ccc(Oc3ccccc3)cc2)cn1
  28, -1.3, 0, 0, -15, 1, -1, 10, -21
COC(=O)c1c(-c2cccc(C)c2)csc1N
  39, 0.6, -1, -27, -16, -2, -2, 10, -4
S=C(NCCCN1CCOCC1)Nc1ccc(Cl)cc1Cl
  -9, 0.5, 5, -11, 5, 5[fluorescence artefact?], 0, 10, -15
CCOC1Cc2ccccc2N(C(N)=O)c2ccccc21 (stereo not given)
  0, -0.8, -4, 29, -4, -2, 4, 2, -22
CC(C)COc1ccc(C(=O)N2C(=O)c3ccc(N)cc3C2=O)cc1
  4, 2.7, 4, 4, -14, 0, nt, 9, -19
O=C(NCc1ccccc1)c1cccc(COc2cc(Cl)ccc2Cl)c1
  10, 1.2, 2, -14, -15, 1, 6, 7, -8
OCCCc1nc2n(n1)C(c1ccccc1)C=C(c1ccc(F)cc1)N2 (stereo not given)
  11, 0.8, 2, -9, 3, -2, -2, 6, -10
O=C(N/N=C/c1ccccc1O)/C(=C/c1ccccc1)CCO
  3, 1.4, 2, -15, 2, 1, 8, 5, -10
CCOC(=O)C1CCN(C(=O)CN(c2cccc(OC)c2)S(=O)(=O)c2ccccc2)CC1
  33, 0.6, -7, -8, -7, 1, -5, 15, -1
COc1ccccc1CN1CCN(Cc2nc(-c3ccccc3)no2)CC1
  -13, -1.1, -7, -11, -26, 2, 8, 2, -13
COc1ccc(C(C)=O)cc1COC(=O)c1ccc(OCc2c(C)noc2C)cc1
  24, 0.6, -2, -14, -27, -37[fluorescence artefact?], 7, 8, -1
CCCCN(C(=O)c1cccc2c(=O)c(C)c(-c3ccccc3)oc12)c1ccccc1
  64*, 2.3, 2, -17, -12, 23, 9, -1, -20
NC(=NCc1ccc2c(c1)OCO2)NC(=O)c1ccccc1
  -74, 0.9, 4, 1, -2, 68*, 6, 8, -4
Cc1csc(SCC(=O)Nc2c(C)n(C)n(-c3ccccc3)c2=O)n1
  14, 3.9, 5, -9, 10, 5[fluorescence artefact?], -1, 7, 2
Cc1ccc(/C=C/C(=O)c2ccc(O)cc2)cc1
  -27, -1.6, -6, -10, -10, -2, nt, 7, 8
CCC(=O)N1CCc2cc(S(=O)(=O)CCC(=O)N3CCc4ccccc4C3)ccc21
  -4, 1.2, 2, 10, -10, -1, 4, 11, -31

# Next part.
# Results follow in this order: EP2 modulator, S1P4 ag, p97 ATPase inh, NPY1 pot ag, NPY-Y2 PAM-ag, eIF4E 4G PPI, NPY-Y1 antag, EP2 antag, S1P4 antagonist
CC(C)(C)c1cc(C(=O)NNC(=O)Nc2ccccc2)n(Cc2ccccc2)n1
  9, 1.1, 0, -8, 8, 8, nt, 12, 14
CCCCN(C)CCC(=O)Nc1ccc(C)cc1
  -11, 0.2, 7, 7, 9, -2, 3, 4, -13
C/C(=N\O)C(=O)NCCCNCCCN(C)C
  5, 0.2, -1, -6, 4, 2, 1, 19, -14
O=C(NCCc1cccc(Cl)c1)c1cc([N+](=O)[O-])ccc1Cl
  -29, -1.1, 5, -3, 6, 3, 0, 11, -20
COC(=O)c1cc(S(=O)(=O)N2CCC(C(N)=O)CC2)oc1C
  -1, 0.1, -2, -1, 3, -6, nt, 13, 0
CN1CCN(c2ccc(Cl)cc2NC(=O)c2nn(-c3ccccc3)c(=O)c3ccccc23)CC1
  -6, 1.1, 2, -1, 17, 1, -5, 12, -21
COc1ccc([N+](=O)[O-])cc1N(CC(O)CN1CCCC1)S(=O)(=O)c1ccc(C)cc1 (stereo not given)
  4, -2.0, 2, -5, -1, 3, -2, 2, 8
COC(=O)CNC(=O)CSc1nnc(-c2ccc(OC)cc2)n1CC(C)C
  25, 1.8, 0, -8, 11, 5, 3, 5, -4
CCCCn1c(CNC(=O)CC)nc2ccccc21
  22, 0.0, 3, 9, 4, 5, -2, 9, 6
Cc1cccc(-n2c(C)cc(C(=O)NC3CCCCC3)c2C)c1
  31, 1.9, -7, 0, 2, 4, -1, 3, -16
O=C(CSc1nc2ncccc2[nH]1)c1ccc2c(c1)OCO2
  -7, -0.8, 2, -3, 8, 0, nt, 9, 21
COC(=O)c1[nH]c2cccc(OC)c2c1NC(=O)CCN1CCC(C)CC1
  4, -1.4, -2, -12, -11, 5, -2, 19, -14
